NOTCH agonist: NOTCH pathway agonism; NOTCH signaling luciferase reporter cells, luminescence; activation, % at 2.5 µM; 15,000 tested, 0.4% active; in the data active = activation above about 2.2%
rat GALR2 agon: GALR2 (rat) receptor agonism | activation, % at 10 µM | cell-based GALR2 agonist screen | 16,000 tested, 0.5% active; in the data active = activation above about 15%
S1P1 agonist: S1P1 (human) receptor agonism; P21453; activation, % at 4.5 µM; 16,000 tested, 1.5% active; S1P1 agonist cell-based reporter assay; AID 1044; in the data active = activation above about 80%
Target sequence (P21453 whole entry, looked up): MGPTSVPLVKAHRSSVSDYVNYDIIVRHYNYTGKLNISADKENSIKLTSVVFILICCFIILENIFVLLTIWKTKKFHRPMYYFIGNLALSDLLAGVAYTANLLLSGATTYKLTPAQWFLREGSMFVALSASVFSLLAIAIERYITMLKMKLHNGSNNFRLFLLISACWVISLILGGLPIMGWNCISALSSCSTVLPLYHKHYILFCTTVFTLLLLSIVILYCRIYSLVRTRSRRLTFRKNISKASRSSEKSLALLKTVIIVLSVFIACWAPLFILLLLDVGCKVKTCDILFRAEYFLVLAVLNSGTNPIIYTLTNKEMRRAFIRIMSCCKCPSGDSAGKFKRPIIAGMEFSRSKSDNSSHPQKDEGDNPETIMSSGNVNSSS
Luminol counter: quenches luminol chemiluminescence in Nox1 counter-screen | HRP/luminol/H2O2 chemiluminescence counterscreen | inhibition, % at 6.7 µM | 16,000 tested, 0.4% active | AID 1823; also: reference of the scale not given here
OPRK1 antag MB: antagonists of human kappa opioid receptor OPRK1, Maybridge library | P41145 | 16,000 tested, 0.4% active | OPRK1 cells, antagonist mode, fluorescence readout | inhibition, % at 9 µM; in the data active = inhibition above about 50%
Nox1 inh: human Nox1 inhibition | HT29 cells, luminol chemiluminescence ROS | inhibition, % at 6.7 µM | 16,000 tested, 0.81% active
Target sequence (Q9Y5S8 whole entry, looked up): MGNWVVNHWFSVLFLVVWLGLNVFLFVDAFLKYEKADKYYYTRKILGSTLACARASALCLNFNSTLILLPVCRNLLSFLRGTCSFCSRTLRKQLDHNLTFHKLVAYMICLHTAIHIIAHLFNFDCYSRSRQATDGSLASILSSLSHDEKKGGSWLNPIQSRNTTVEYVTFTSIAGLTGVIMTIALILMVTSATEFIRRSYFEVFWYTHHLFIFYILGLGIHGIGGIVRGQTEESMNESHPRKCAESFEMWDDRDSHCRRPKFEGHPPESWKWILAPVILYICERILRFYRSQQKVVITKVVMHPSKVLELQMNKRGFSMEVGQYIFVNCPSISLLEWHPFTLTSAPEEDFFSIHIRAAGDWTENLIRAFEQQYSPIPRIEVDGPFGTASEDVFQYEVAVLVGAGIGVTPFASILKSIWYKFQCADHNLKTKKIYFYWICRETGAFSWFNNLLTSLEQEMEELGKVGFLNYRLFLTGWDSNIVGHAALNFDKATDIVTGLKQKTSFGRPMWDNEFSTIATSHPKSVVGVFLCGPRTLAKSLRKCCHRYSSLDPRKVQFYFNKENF
TLR4 MyD88 blk: blocks binding of human TLR4 to MyD88. O00206. Cell-based TLR4-MyD88 binding inhibition assay. inhibition, % at 10 µM. 16,000 tested, 0.06% active. AID 811; in the data active = inhibition above about 45%
PME-1 Maybr inh: PME-1 (human) inhibition, Maybridge primary screen; recombinant PME-1, FP-Rh probe fluorescence polarization; inhibition, % at 9 µM; 16,000 tested, 0.5% active; AID 2291; in the data active = inhibition above about 30%
An asterisk follows results filed as active; nt = not tested or not shown. Rule as the data show it, unless noted: active = inhibition above about 75%; inactive = the rest.

SMILES	NOTCH agonist	rat GALR2 agon	S1P1 agonist	Luminol counter	OPRK1 antag MB	Nox1 inh	TLR4 MyD88 blk	PME-1 Maybr inh
Cc1nn(-c2c(Cl)cc(C(F)(F)F)cc2Cl)c(C)c1C(=O)O	0.0	-8	-5	-1	12	-25	1	1
COc1ccc(Cl)cc1NC(=O)NCCSCc1ccco1	-0.2	-3	2	5	0	-33	0	3
OCc1cc(-c2ccc(Cl)c(Cl)c2)no1	-0.7	-8	0	4	12	-12	9	-1
O=C(CSc1ncc(-c2ccc(Cl)cc2)o1)c1ccc(Cl)cc1	-5.4	-2	-5	-2	-1	-51	12	-2
Cc1cc(NC(=O)CC2NCCN(Cc3ccccc3)C2=O)no1 (stereo unspecified)	0.7	-7	5	-4	-24	-22	5	1
O=c1oc(-c2ccco2)ns1	-0.4	-4	-11	-6	9	-27	-2	4
O=C(NC(=O)c1cccc(=O)o1)Oc1ccccc1	-0.4	-7	-9	1	-8	-14	11	4
COc1cc(OC)c(NC(=O)C(Sc2ccccc2N)c2ccccc2)cc1Cl (stereo unspecified)	-0.4	-4	15	5	-8	-26	-1	4
CCOC(=O)c1c(N)sc2c1-c1ccccc1C2	-0.3	6	-1	-7	-17	10	-7	6
COc1cccc(OC)c1C(=O)NNC(=O)c1cccnc1	-0.6	-7	1	-3	0	2	3	6
COC(OC)c1ccc(C#N)c(SCc2ccccc2)n1	-0.7	-9	2	-1	4	14	-3	0
O=C(Nc1ccc(F)cc1)c1cccnc1Oc1ccccc1	-0.4	-5	-40	-7	-11	-27	-6	5
Cc1ccc(OCC(=O)O)cc1	0.3	0	-28	2	10	-31	0	-3
O=C1OCc2ccc(NC(=O)c3nccnc3C(=O)O)cc21	-0.1	-3	8	-2	13	29	7	12
O/N=C/c1ccc(OC(F)(F)F)cc1	-0.2	-5	-7	-5	4	7	-13	-13
Fc1ccc(N=C/C=C/C=C/Nc2ccc(F)cc2)cc1	nt	-7	-19	-4	16	-58	-9	2
c1coc(-c2nc3ccccc3nc2-c2ccco2)c1	-0.2	-4	-4	8	-12	28	-1	-3
FC(F)(F)c1ccc(Cl)c(NC(=S)NN=C2CCCCCC2)c1	-0.3	-7	2	2	12	17	1	1
COc1ccc(N2C(=O)CC(N3CCCCC3)C2=O)cc1 (stereo unspecified)	0.0	0	-17	3	3	-77	-3	-4
COc1ccc(N=c2ssc(SC)c2-c2ccccc2)cc1	0.1	-11	36	-3	11	2	-15	6
C/C(=N\NC(N)=S)c1csc(-c2ccccc2)n1	-0.6	-10	7	3	-1	-9	-4	4
O=C(NNc1cc(Cl)cc(Cl)c1)c1ccc(F)cc1F	-0.8	-7	-2	76*	2	20	-1	4
CC(=O)/C(N=Nc1ccccc1Cl)=C(/O)c1ccccc1	0.2	-5	-4	-2	-18	-20	-2	3
CCOC(=O)Cn1c(=O)ccc2c(C)cc(C)nc21	-0.7	3	-14	3	15	-20	7	-3
Cc1cc(-c2noc(-c3snnc3C)n2)no1	-0.7	-9	-4	-2	-4	14	1	-1
CC1(C)COC(c2ccccc2CO)=N1	-0.2	-6	-32	3	0	-26	-8	-3
CC(=O)N1CCSC1C(=O)NN (stereo unspecified)	0.4	-8	10	-6	5	8	-14	5
O=[N+]([O-])c1cc(C2SCCS2)ccc1SC1CCCCC1	0.2	-8	86*	3	-22	-16	-4	-1
Cc1csc2sc(S(C)=O)c(C)c12 (stereo unspecified)	-0.6	-7	-5	1	-4	-30	-7	-1
O=C(CSCCOc1ccccc1)Nc1ccc(Cl)cc1Cl	-0.5	-2	-9	0	-11	-24	-5	-4

5 entries from above, in CSV form.
SMILES,NOTCH agonist,rat GALR2 agon,S1P1 agonist,Luminol counter,OPRK1 antag MB,Nox1 inh,TLR4 MyD88 blk,PME-1 Maybr inh
C/C(=N\NC(N)=S)c1csc(-c2ccccc2)n1,-0.6,-10,7,3,-1,-9,-4,4
O=C(NNc1cc(Cl)cc(Cl)c1)c1ccc(F)cc1F,-0.8,-7,-2,76*,2,20,-1,4
CC(=O)/C(N=Nc1ccccc1Cl)=C(/O)c1ccccc1,0.2,-5,-4,-2,-18,-20,-2,3
CCOC(=O)Cn1c(=O)ccc2c(C)cc(C)nc21,-0.7,3,-14,3,15,-20,7,-3
Cc1cc(-c2noc(-c3snnc3C)n2)no1,-0.7,-9,-4,-2,-4,14,1,-1

(more compounds)
SMILES	NOTCH agonist	rat GALR2 agon	S1P1 agonist	Luminol counter	OPRK1 antag MB	Nox1 inh	TLR4 MyD88 blk	PME-1 Maybr inh
Cc1cc(C(=O)NN)nn1C	nt	-5	-30	-1	-10	-8	-6	0
COC(=O)c1cc(/C=N/NC(N)=O)cn1C	-0.8	-1	0	-4	21	21	7	9
COc1ccc(-n2ncc(C(=O)N3CCN(C4c5ccccc5-c5ccccc54)CC3)c2C)cc1	0.2	-7	-4	-1	-21	-24	-2	-4
Cc1ccc(C(=O)N2CCCN(c3ccc(C(F)(F)F)cn3)CC2)cc1C	-0.5	3	10	-6	-14	12	4	11
S=c1nc(-c2ccccc2)n(Cc2ccccn2)c2c1CCCC2	0.3	-9	-2	2	0	3	-8	2
N#Cc1c(N2CCSCC2)nsc1-c1ccccc1Cl	nt	-8	-10	-2	-12	-32	1	-1
CCCN(CCC)S(=O)(=O)c1ccc(C(=O)Nc2ccc(F)cc2)cc1	0.1	-8	1	0	2	-15	1	-5
COc1ccc(Oc2ccccc2OC)cc1	0.1	-7	-12	-5	15	2	nt	4
O=C(Nc1cccc(-c2cnco2)c1)c1ccc(C(F)(F)F)cc1	-0.5	-7	23	-9	1	19	-2	7
C#CCN1CC(OCC)=CC1=O	-1.0	-8	-5	2	20	-96	nt	-2
CCNc1cc(N)[n+](CC)c2n[nH]c(/N=C/c3cc(Cl)cc(Cl)c3O)c12	-0.4	-4	0	50	8	-55	7	0
O=C(c1ccc(Cl)cc1)N1CCN(c2c(Cl)cncc2Cl)CC1	-0.1	-3	0	-5	-11	-15	1	4
CCCCN1C(=O)N(c2nnc(C(C)(C)C)s2)C(=O)C1c1ccc(F)cc1 (stereo unspecified)	-0.3	-2	3	-5	2	4	-2	6
COCCCNC(=S)NNC(=S)NCCCOC	0.2	-4	-12	3	0	25	-13	2
CCOC(=O)c1nc(-c2cccs2)no1	-0.5	-6	-2	0	8	-12	4	2
CSC(=NCCC1CC1(Cl)Cl)NC#N (stereo unspecified)	0.3	-3	-2	-3	3	27	-5	-1
O=c1[nH]nc(SCCS(=O)(=O)c2ccc(F)cc2)n1C1CC1	-0.2	-4	-7	-3	-14	-3	5	3
Cc1nc(C(F)(F)F)c(C(=O)NNc2ncc(C(F)(F)F)cc2Cl)s1	0.3	0	13	6	-5	85*	1	-1
CC1(C)CCc2cc(/C=N/NC(=O)c3ccc(Cl)cc3)ccc2O1	0.0	-8	-7	-7	-10	-2	-3	3
COC(=O)c1ccc(S(=O)(=O)N(Cc2ccccc2)Cc2ccccc2)n1C	-0.2	-8	6	0	5	-11	4	0
CCOC(=O)/C(C)=N/Nc1cc(C(F)(F)F)ccc1N1CCOCC1	-0.4	-8	-31	10	5	-2	-2	3
O=C(Nc1ccc(Cl)cc1)Nc1ccc2ncccc2c1	-0.3	-1	33	5	0	-33	1	-51
Cc1ccc(NC(=O)Nc2ccc(C(F)(F)F)cn2)cc1Cl	0.0	-6	-11	-1	-15	-5	0	4
CN(C)c1ccc(-n2nnnc2SCc2ccc(Cl)cc2)cc1	-1.1	1	-1	1	59*	-28	-11	5
O=C(CC(=O)Nc1ccccc1)Nc1ccccc1	-0.3	-5	-1	-4	16	-2	-6	1
O=C(NCC1CC1)Nc1ccccc1	-0.2	-3	2	-1	-8	-19	-6	4
N#CC1=C(N)Oc2c(ccc3ccccc23)C1c1ccc(C(F)(F)F)cc1 (stereo unspecified)	-0.3	-9	0	2	10	8	-4	11
COC(=O)c1sccc1S(=O)(=O)NC1CCS(=O)(=O)C1 (stereo unspecified)	-0.4	-6	-19	1	9	-36	-5	-3
Cc1cc(C)n(-c2ccc(Sc3ccccn3)nn2)n1	-0.1	-3	9	-4	-4	26	nt	8
CN(NC(=O)c1ccncc1)c1ccc(C(F)(F)F)cc1[N+](=O)[O-]	0.1	-8	49	6	11	-48	6	-4
O=C(c1cccs1)N1CCN(Cc2c(F)cccc2Cl)CC1	-0.1	-4	-7	-2	3	-59	8	1
CCCCOc1ccc(-c2ccc(C#N)cc2)cc1	nt	-7	48	-5	10	-12	1	0
OC[C@@H](O)[C@H](O)C(/C=N/Nc1ccccc1)=N\Nc1ccccc1	-0.9	-1	0	20	7	29	-3	5
O=C1OC(Nc2ccc([N+](=O)[O-])cn2)c2ccccc21 (stereo unspecified)	-0.7	-4	-14	3	11	-25	3	-3
CC1=C(Cl)C(=O)OC1(C)CN(C)C (stereo unspecified)	0.0	-5	-2	-3	9	3	-9	5
CCn1c(SCC(=O)Nc2cc(C)nn2-c2ccccc2)nnc1-c1cccs1	-0.4	-3	-14	-5	10	7	2	7
Cc1cc(C)c(C#N)c(OC(=O)c2c(F)cccc2F)n1	0.3	-1	0	-2	17	7	1	0
N=C1SCCN1CC(=O)c1ccc(Cl)c(Cl)c1	-0.8	-5	13	5	-18	-12	1	-2
CCOC(=O)c1sc(-c2ccccc2)nc1CSc1nnc(C(F)(F)F)n1C	1.1	11	7	3	-7	-9	8	-2
O=C(NC1CCCc2ccccc21)C1=Cc2cc(Cl)ccc2OC1 (stereo unspecified)	-0.3	-9	-4	2	6	-43	-3	-4

Structures listed so far that contain a furan ring, fused or not (3):
SMILES	NOTCH agonist	rat GALR2 agon	S1P1 agonist	Luminol counter	OPRK1 antag MB	Nox1 inh	TLR4 MyD88 blk	PME-1 Maybr inh
COc1ccc(Cl)cc1NC(=O)NCCSCc1ccco1	-0.2	-3	2	5	0	-33	0	3
O=c1oc(-c2ccco2)ns1	-0.4	-4	-11	-6	9	-27	-2	4
c1coc(-c2nc3ccccc3nc2-c2ccco2)c1	-0.2	-4	-4	8	-12	28	-1	-3

Five entries out of the list above, arranged by the value under rat GALR2 agon, falling.
Molecule | NOTCH agonist | rat GALR2 agon | S1P1 agonist | OPRK1 antag MB | Nox1 inh | TLR4 MyD88 blk | PME-1 Maybr inh
CCOC(=O)c1sc(-c2ccccc2)nc1CSc1nnc(C(F)(F)F)n1C | 1.1 | 11 | 7 | -7 | -9 | 8 | -2
O=C(c1cccs1)N1CCN(Cc2c(F)cccc2Cl)CC1 | -0.1 | -4 | -7 | 3 | -59 | 8 | 1
CC1=C(Cl)C(=O)OC1(C)CN(C)C (stereo unspecified) | 0.0 | -5 | -2 | 9 | 3 | -9 | 5
CCCCOc1ccc(-c2ccc(C#N)cc2)cc1 | nt | -7 | 48 | 10 | -12 | 1 | 0
O=C(NC1CCCc2ccccc21)C1=Cc2cc(Cl)ccc2OC1 (stereo unspecified) | -0.3 | -9 | -4 | 6 | -43 | -3 | -4

Other entries follow.
SMILES	NOTCH agonist	rat GALR2 agon	S1P1 agonist	Luminol counter	OPRK1 antag MB	Nox1 inh	TLR4 MyD88 blk	PME-1 Maybr inh
CCOC(=O)/C(C#N)=C/c1ccc(OC)c(OC)c1	0.3	-2	-4	3	16	-10	-12	-1
COc1ccc(OS(=O)(=O)c2sc(Br)cc2Br)cc1	0.6	-10	1	-3	52*	-32	-14	-2
N/C(=N\S(=O)(=O)c1ccc(Cl)cc1)N1CCOCC1	-0.5	-1	-6	3	3	-36	-3	-2
Cc1csc2sc(C(=O)N=S(C)(=O)c3ccc(Cl)cc3)c(C)c12 (stereo unspecified)	-1.1	-2	20	-4	17	30	6	9

Screening data from PubChem.

Compounds as they come; about 4.4% have a hit in one of these screens.
